SRC3 TRFRET art – counter-screen for PPARgamma SRC-3 recruitment agonists: TR-FRET artefact | TR-FRET ratio at 8 µM | 99,000 tested, 0.39% active | PPARgamma/SRC-3 format; active compounds read high; in the data active = TR-FRET ratio above about 2000; also: inactives centre near 1600; reference of the scale not given here
SRC1 TRFRET art – counter-screen for PPARgamma SRC-1 recruitment agonists: TR-FRET artefact; 99,000 tested, 0.34% active; TR-FRET ratio at 8 µM; TR-FRET detection artefact counter-screen, emission ratio; active compounds read high; AID 1051; in the data active = TR-FRET ratio above about 2300; also: inactives centre near 1800; reference of the scale not given here
Active calls of the source: *. Only part of the results is shown. The share of hits here may be higher or lower than overall.

Fields: SRC3 TRFRET art | SRC1 TRFRET art
Nc1c(C(=O)NCC2CCCO2)sc2nc3c(c(-c4ccco4)c12)CC/C3=C\c1ccco1 (stereo not drawn)
    1396 | 1825
Cc1ccc(S(=O)(=O)N(C)C)cc1NC(=O)CN1CCN(Cc2ccccc2)CC1
    1443 | 1896
O=C(NCCc1ccccn1)/C(=C/c1ccco1)NC(=O)c1ccccc1
    1642 | 1672
Cc1cccc(C)c1NC(=O)CN(C)C(C)C(=O)Nc1ccccc1-c1ccccc1 (stereo not drawn)
    1497 | 1647
Cc1ccc2oc(=O)c3cnn(CC(=O)Nc4ccccc4N4CCN(C)CC4)c3c2c1
    1683 | 1800
CCOC(=O)C1(Cc2cccc(OC)c2)CCN(Cc2cccc3c2OCO3)CC1
    1518 | 1809
COCCCn1c2nc3ccccc3nc2c2c(=O)n(-c3ccccc3OC)c(C)nc21
    1713 | 1858
COc1ccc(-n2c(Cn3nc(C(F)(F)F)cc3C)n[nH]c2=S)cc1
    1583 | 1639
CC(C)=C1C2CCC1C1C(=O)N(c3nccs3)C(=O)C21 (stereo not drawn)
    1620 | 1656
O=C(Nc1cccc(C(=O)O)c1)/C(=C\c1ccc2c(c1)OCO2)NC(=O)c1ccco1
    1573 | 1819
C=CCn1c(SCC(=O)c2ccc(OC)cc2)nnc1-c1ccc2c(c1)OCO2
    1653 | 2164
N=c1n(Cc2ccccc2)c2ccccc2n1Cc1ccccc1
    1539 | 1757
COc1cc(CNc2ccc(S(N)(=O)=O)cc2)ccc1OCC(=O)NC1CCCCC1
    1424 | 1806
COC(=O)c1ccc(CNC(=O)COC(=O)c2cc(Cl)nc(Cl)c2)cc1
    1603 | 1877
Nc1ccc(S(=O)C(F)(F)F)cc1 (stereo not drawn)
    1634 | 2021
COc1ccccc1N1CCN(C(=S)Nc2cccc(C)c2)CC1
    1554 | 1516
Cc1occc1C(=O)NC1CCCCCCC1
    1639 | 1664
COc1ccc(N2C(=O)CCC(C(=O)N(C)C3CCCCC3)C2c2ccc(OC)c(OC)c2)cc1 (stereo not drawn)
    1457 | 1744
CCCNC(=O)CN(C)S(=O)(=O)c1ccc(F)cc1
    1637 | 1894
COc1ccc(N2CCN(c3ccc([N+](=O)[O-])nc3)CC2)cc1
    1515 | 1564
CC(=O)C1C(=O)CC(C)(O)C(C(C)=O)C1c1ccccc1 (stereo not drawn)
    1796 | 1937
COc1cccc(C(=O)Cn2c(N3CCCCC3)nc3c2c(=O)n(C)c(=O)n3C)c1
    1492 | 1458
Cn1c(NC(=O)c2ccccc2Br)cc(=O)n(C)c1=O
    1441 | 1666
CC(=O)N1c2ccc([N+](=O)[O-])cc2NC(=O)CC1C (stereo not drawn)
    1451 | 1674
O=c1ccccn1CCOc1ccccc1Cl
    1644 | 1996
CCc1ccc(NCc2nc(-c3ccccc3)no2)cc1
    1570 | 1734
CCNc1nc(NC(N)=S)nc(NC(C)(C)C)n1
    1359 | 1568
COc1ccc(C=O)cc1Cn1c(=O)n(CCC(=O)NCc2ccco2)c(=O)c2sccc21
    1373 | 1764
CC(C)N(CCc1ccncc1)C(=S)Nc1cccc(Cl)c1
    1465 | 1647
CCCN(c1ccc(C(=O)OC)cc1)S(=O)(=O)c1ccccc1
    1505 | 1974
COc1cc(OC)cc(C(=O)NCC2CCCO2)c1 (stereo not drawn)
    1654 | 1653
O=C1CSCN1c1ccc(Cl)c(Cl)c1
    1311 | 1570
COc1cccc2c(Cl)c(CC=C(Cl)Cl)c(C)nc12
    1538 | 1619
COc1ccc(C2C(C(=O)OC3CCCCC3)=C(C)Nc3nnnn32)c(OC)c1OC (stereo not drawn)
    1461 | 1790
C=CCNC(=O)CC(=O)N/N=C/c1cccc(C)c1
    1467 | 1713
COc1ccc(CCn2c(=O)[nH]c3cc(C(=O)N4CCN(c5ccccc5)CC4)ccc3c2=O)cc1OC
    1550 | 1611
Cn1cc([N+](=O)[O-])c(C(=O)NNC(=O)c2ccc([N+](=O)[O-])cc2)n1
    1677 | 1823
O=C(CC1S/C(=N/N=C/c2ccco2)NC1=O)Nc1cccc(Cl)c1Cl (stereo not drawn)
    1444 | 1765
CCOC(=O)C(=NC1CCCCC1)NNc1cccc(C(F)(F)F)c1
    1352 | 1607
COc1cccc(OCCn2cccc2/C=C2/C(=N)N3OC(C)=CC3=NC2=O)c1
    1765 | 2028
Fc1ccccc1C1CCN(Cc2nc(COc3ccccc3)no2)C1 (stereo not drawn)
    1481 | 1685
Cc1cc(OCCn2ccnc2)ccc1C(C)C
    1399 | 1703
COc1ccc(-c2cnc(N)n2C)cc1
    1462 | 1720
O=C(Nc1cccn2ncnc12)c1cccc(C(F)(F)F)c1
    1652 | 1654
Cc1cc(C)nc(/N=C(\N)N2CCCCCC2)n1
    1503 | 1961
CCC1=NN(C(=O)Cc2ccc([N+](=O)[O-])cc2)C(O)(C(C)(C)C)C1 (stereo not drawn)
    1582 | 1957
CCCC(NC(=S)NCC1CCCO1)C12CC3CC(CC(C3)C1)C2 (stereo not drawn)
    1898 | 1930
OCCN1CCN(CC(O)COc2ccc(C34CC5CC(CC(C5)C3)C4)cc2)CC1 (stereo not drawn)
    1994 | 1885
Cc1cc(C)n(C(=O)Cn2nc([N+](=O)[O-])cc2C)n1
    1411 | 1477
Cc1ccc(NC(=O)CSc2ccccc2NC(=O)c2ccccc2)cc1Cl
    1651 | 1690
Cc1cc(/C=C(\C#N)C(=O)O)c(C)n1CC(C)C
    1539 | 1694
Cc1cc([N+](=O)[O-])nn1CCCC(=O)O
    1552 | 1578
CC(=O)CC(=O)Nc1ncc(C(F)(F)F)cc1Cl
    1497 | 1892
Cc1ccc(Cn2c(=O)n(Cc3ccco3)c(=O)c3ccccc32)cc1
    1442 | 2000
C/C(=N\NC(=O)COc1ccc(C(C)(C)C)cc1)c1ccc(OC(F)F)cc1
    1681 | 1817
O=C(NCCc1ccccc1)C1CC(=O)N(C2CCCCCC2)C1 (stereo not drawn)
    1453 | 1680
Cc1[nH][nH]c(=O)c1C(c1c(C)[nH][nH]c1=O)c1cn(Cc2ccccc2Cl)c2ccccc12
    1729 | 2085
CCOC(=O)C1(CC2CCCCO2)CCN(C(=O)NCc2ccccc2)CC1 (stereo not drawn)
    1579 | 1800
Cc1csc2ncnc(NCCc3ccccn3)c12
    1375 | 1567
COC(=O)c1ccc(N2C(=O)Nc3ccccc3N2O)cc1
    1415 | 1543

Continued:
Fields: SRC3 TRFRET art | SRC1 TRFRET art
COc1ccc(-n2c(SCc3ccc([N+](=O)[O-])cc3)nnc2-c2ccccc2)cc1
    1607 | 1674
CC(C)c1ccc(/C=C(\c2nc3ccccc3[nH]2)S(=O)(=O)c2ccccc2)cc1
    1404 | 1936
CC1(C)C2CCC1(C)C1(C2)NC(=O)c2ccccc2O1 (stereo not drawn)
    1740 | 2166
CNNC(=O)C(=O)NNS(=O)(=O)c1ccccc1
    1619 | 1618
C=CCOC(=O)c1sc(NC(=O)c2ccc(OC)cc2)nc1C
    1813 | 1862
CCOC(=O)c1sc(NC(=O)CC)c(C#N)c1C
    1429 | 1795
COc1ccccc1NS(=O)(=O)c1cccc(NC(=O)Nc2ccccc2)c1
    1505 | 1552
CC(C)CNC(=O)COC(=O)c1ccccc1SCC(=O)NCC(C)C
    1465 | 1780
O=C(CSCc1ccco1)NC1CCCC1
    1352 | 1648
CCc1nc(SCc2ccc([N+](=O)[O-])cc2)n[nH]1
    1248 | 1594
N/C(=N\OC(=O)COc1ccc(Cl)cc1)c1cccnc1
    1580 | 1810
CS(=O)(=O)N1N=C(c2cccs2)CC1c1ccco1 (stereo not drawn)
    1571 | 1914
C/C(=C\c1ccccc1)C(=O)NCCCn1ccnc1
    1449 | 1869
CCCc1cc(N2CCC(C(N)=O)CC2)nc(-c2ccccc2)n1
    1584 | 1734
Cc1ccc(NC(=S)N(CCN(C)C)Cc2cccs2)c(C)c1
    1588 | 1832
N#Cc1ccc(CN2CCN(C(=O)c3ccccc3)CC2)c(Cl)c1
    1389 | 1736
Cc1ccc(S(=O)(=O)/N=C2/NC(=O)/C(=C/c3ccccc3)S2)cc1
    1479 | 1869
COc1ccc2c(C)cc(SCC(=O)NCCN3C(=O)CSC3=O)nc2c1
    1774 | 1747
CCOC(=O)C1C(c2ccc(Cl)cc2)NC(=S)NC1(O)C(F)(F)F (stereo not drawn)
    1583 | 1840
CCN1CCN(Cc2c(O)ccc3c2O/C(=C\c2ccccc2)C3=O)CC1
    1612 | 1836
O=C(O)CCSc1nnc(CNc2ccc(Cl)cc2)n1Cc1ccccc1
    1520 | 2005
COc1cc2c(cc1NC(=O)c1cccc(F)c1)CCCC2
    1574 | 1777
CCN(CC)c1ccc(/C=N/OCC(=O)Nc2cccc(C)c2)cc1
    1572 | 1455
NC(=O)COC(=O)CC(c1ccccc1)c1ccccc1
    1665 | 1845
CN(C)c1ccc(S(=O)(=O)NCC(=O)OCC(=O)Nc2cccc(Cl)c2)cc1[N+](=O)[O-]
    1478 | 1822
Cc1cc(C)n(C(=O)c2cc(F)c(F)cc2C)n1
    1637 | 1834
COc1ccc(C(=O)n2cc(C(=O)c3cc(C)ccc3O)cn2)cc1OC
    1471 | 1840
Cc1c(Cl)cccc1NC(=S)N(CCN(C)C)C(C)c1ccccn1 (stereo not drawn)
    1463 | 1401
CN(C)c1ccc(CNc2nc(-c3ccccc3)nn2S(C)(=O)=O)cc1
    1649 | 1839
CC(=O)Nc1ccc(S(=O)(=O)NCCc2cc3c(C)ccc(C)c3[nH]c2=O)cc1
    1473 | 1694
O=C(Cc1noc2ccccc12)NNC(=S)Nc1ccccc1
    1400 | 1750
COc1cc(/C=C2\SC(=O)N(CCNC(=O)c3cnc(C)cn3)C2=O)cc(OC)c1OC
    1430 | 1881
Cc1ccc(-c2cc(C(=O)OCC(=O)N(C)C3CCS(=O)(=O)C3)c3ccccc3n2)c(C)c1 (stereo not drawn)
    1554 | 1766
COc1ccccc1C(=O)N=C1NC(=O)CC2C(=O)NCCN12 (stereo not drawn)
    1630 | 1616
Cc1ccsc1/C=N/NC(=S)NCCc1ccccc1
    1711 | 1818
CCOc1cc(/C=C2/NC(=O)N(CC(=O)OC)C2=O)ccc1O
    1744 | 2007
Oc1ccc(N=Nc2cccc(C(F)(F)F)c2)cc1C=Nc1ccc(N2CCOCC2)cc1
    1922 | 2083
COc1ccc2c(c1)CCc1cnc(N)nc1-2
    1460 | 1650
O=C(Nc1nc2ccccc2s1)c1ccc2c(c1)OCO2
    1393 | 1378
O=C(/C=C/c1cccc([N+](=O)[O-])c1)Nc1cccc(NC(=O)c2cccs2)c1
    1772 | 1913
Cn1cc(CN2CCN(Cc3ccccc3)C(CCO)C2)c(-c2ccccc2)n1 (stereo not drawn)
    1552 | 1699
N=C1SC(c2ccccc2)C(=O)N1c1ncc(Cc2ccccc2)s1 (stereo not drawn)
    1627 | 1946
COc1cc(C(=O)NC(=S)Nc2nccs2)cc(OC)c1OC
    1704 | 1966
COc1cc(N)c(Cc2nccc3cc(OC)c(OC)cc23)cc1OC
    1590 | 1946
COc1ccc(N(CCCN2C(=O)c3cccc4cccc(c34)C2=O)C(=O)c2ccncc2)cc1
    1765 | 2053
CC(=O)c1cccc(NC(=O)C(C)OC(=O)CNC(=O)c2ccc(C)s2)c1 (stereo not drawn)
    1408 | 1847
Cc1ccnc(SCc2cc(=O)c(OC(=O)c3ccco3)co2)n1
    1506 | 1634
N#Cc1c(Cl)nsc1NC(=O)c1ccccc1
    1740 | 1952
Cc1ccccc1Cn1ccc(NC(=O)c2nn(C)cc2[N+](=O)[O-])n1
    1570 | 1860
O=C(Nc1ccccc1)Nc1nc2ccccc2s1
    1458 | 1576
COc1ccc(F)cc1C(=O)C1CCCN(Cc2ccc(Sc3nncn3C)o2)C1 (stereo not drawn)
    1446 | 1552
O=C(O)CCC(=O)NNC(=O)c1ccc(Br)cc1
    1786 | 1877
Cc1ccccc1CN(c1ccc(C(=O)NCC2CCCO2)cc1)S(C)(=O)=O (stereo not drawn)
    1487 | 1760
O=C1COc2ccc(C(=O)COC(=O)Cn3cnc4ccccc43)cc2N1
    1520 | 1769
Cn1c(CSCc2ccccc2)nnc1SCC(=O)Nc1ccc(C(=O)O)cc1
    1593 | 1886
COC(=O)c1cc(OC)c(OC)cc1NC(=O)c1cc(OC)cc(OC)c1
    1664 | 1683
CCOc1ccc(C(=O)/C=C/Nc2ccc(S(=O)(=O)Nc3onc(C)c3C)cc2)cc1
    1327 | 1760
NC(=O)CC[C@H](NC(=O)c1ccc(F)cc1)C(=O)OCC(=O)NCc1ccc(F)cc1
    1568 | 1927
Cc1cccn2c(=O)c(C=O)c(N3CC(C)OC(C)C3)nc12 (stereo not drawn)
    1933 | 1656
CCC(=O)NC(=S)Nc1cccc(Cl)c1N1CCCC1
    1371 | 1825
NS(=O)(=O)c1cccc(NC(=O)COC(=O)c2cc(-c3ccc(Cl)cc3)nc3ccccc23)c1
    1631 | 1931
O=C(COc1ccc(/C=N/NC(=O)c2ccc(O)cc2)cc1)Nc1ccc([N+](=O)[O-])cc1
    1794 | 2063
Cc1nc2nc[nH]n2c(=O)c1CCOC(=O)c1ccccc1F
    1560 | 1864

Molecules above that have two or more sulfur atoms, in the order listed:
Fields: SRC3 TRFRET art | SRC1 TRFRET art
CS(=O)(=O)N1N=C(c2cccs2)CC1c1ccco1 (stereo not drawn)
    1571 | 1914
Cc1ccc(NC(=S)N(CCN(C)C)Cc2cccs2)c(C)c1
    1588 | 1832
Cc1ccc(S(=O)(=O)/N=C2/NC(=O)/C(=C/c3ccccc3)S2)cc1
    1479 | 1869
COc1ccc2c(C)cc(SCC(=O)NCCN3C(=O)CSC3=O)nc2c1
    1774 | 1747
Cc1ccsc1/C=N/NC(=S)NCCc1ccccc1
    1711 | 1818
N=C1SC(c2ccccc2)C(=O)N1c1ncc(Cc2ccccc2)s1 (stereo not drawn)
    1627 | 1946
COc1cc(C(=O)NC(=S)Nc2nccs2)cc(OC)c1OC
    1704 | 1966
Cn1c(CSCc2ccccc2)nnc1SCC(=O)Nc1ccc(C(=O)O)cc1
    1593 | 1886

High-throughput results as filed in PubChem.
